KCNQ1 inh – blocks the human KCNQ1 potassium channel; P51787; hit rate 1.3% among 310,000; CHO-K1 KCNQ1, FluxOR thallium flux fluorescence; hits give high values; B-score at 10 µM;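 active means compounds whose thallium flux B-score, printed positive for inhibition, exceeds three library SD while starting fluorescence stays within three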;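 further: channel opened by potassium depolarization with thallium stimulus after 20 min compound exposure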
RGS4 act – potentiators or activators of RGS4; HEK293 M3R/inducible RGS4, carbachol calcium flux Fluo4; hits give low values; B-score at 10 µM; hit rate 0.92% among 310,000;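 active means B-score of the integrated calcium signal more than 4 SD below the library mean, with starting fluorescence not abnormally high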;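 further: negative B-score means reduced calcium response which marks RGS4 activation or potentiation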
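Material: Inducible-RGS4 HEK293 cells carrying M3 receptor; also added: carbachol at ECmax as muscarinic agonist stimulus; incubation: compound preincubation 20 min at room temperature before agonist; signal: Fluo4-AM (2 µM) calcium-flux fluorescence, kinetic read; measure: integrated calcium ratio converted to B score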
KCNK3 block – human KCNK3 channel inhibition, primary screen. CHO-KCNK3 thallium flux, FluxOR fluorescence; hits give low values. B-score at 10 µM. hit rate 0.84% among 340,000. AID 602410;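 active means B-score under library mean minus 4 SD, starting fluorescence ratio at most library mean plus 5 SD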;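 further: more negative B-score means stronger inhibition of thallium flux through KCNK3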
hERG rescue – hERG (human) protection from proarrhythmic block | Q12809 | CHO-hERG, FluxOR thallium flux, dofetilide IC70 present | activation (rescue from dofetilide block), less the hit threshold, % at 10 µM | hit rate 0.51% among 310,000 | AID 1511;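 active means activation above the mean of controls blocked by dofetilide plus 5 SD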;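 further: thallium influx through hERG after potassium depolarization seen as dye fluorescence rise; in these data hits start at about 4.7%; inactives centre near -7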
KCNK9 inh – blocks the human KCNK9 two-pore domain potassium channel; Q9NPC2; HEK293 KCNK9, FluxOR thallium flux fluorescence; hits give low values; B-score at 10 µM; hit rate 1.2% among 310,000; AID 488922;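 active means ratio B-score over 3 SD below the library mean, with starting fluorescence within 5 SD of its mean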;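 further: negative B-score means less thallium flux so channel inhibition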
Target sequence (Q9NPC2 whole entry, looked up, the tested form may be a part): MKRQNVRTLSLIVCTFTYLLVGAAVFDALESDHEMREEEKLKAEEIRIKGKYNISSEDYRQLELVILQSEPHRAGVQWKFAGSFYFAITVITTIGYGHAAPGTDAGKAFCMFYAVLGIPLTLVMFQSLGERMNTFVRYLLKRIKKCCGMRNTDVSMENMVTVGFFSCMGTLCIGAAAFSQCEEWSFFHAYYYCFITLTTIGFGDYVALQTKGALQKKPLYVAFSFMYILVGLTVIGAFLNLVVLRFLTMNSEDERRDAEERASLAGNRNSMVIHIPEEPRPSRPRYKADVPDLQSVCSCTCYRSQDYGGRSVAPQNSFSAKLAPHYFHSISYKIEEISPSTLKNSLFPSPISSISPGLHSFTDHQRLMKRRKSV
TMEM16A act – activates or potentiates the mouse TMEM16A chloride channel; Q8BHY3; hit rate 0.3% among 340,000; B-score at 10 µM; AID 623877; HEK293 TMEM16A/YFP-H148Q/I152L, iodide quench fluorescence; hits give low values;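 active means fluorescence-ratio B-score plate-corrected deviation score at least 3 library SD below zero, with starting fluorescence score within 5 deviations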;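 further: channel opened by trigger with iodide after compound preincubation; score built on the fluorescence ratio of max minus min over baseline; more negative score means more quench and so TMEM16A activation or potentiation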
MrgX1 ag – human MrgX1 receptor agonism, primary screen | Q96LB2 | AID 588627 | hit rate 0.44% among 310,000 | MrgX1-HEK293 cells, Fluo-4 calcium fluorescence, agonist mode; hits give high values | B-score at 10 µM;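 active means calcium response B-score plate-corrected fluorescence ratio at least 3 library SD, with starting fluorescence B-score inside 5 SD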
Target sequence (Q96LB2 whole entry, looked up): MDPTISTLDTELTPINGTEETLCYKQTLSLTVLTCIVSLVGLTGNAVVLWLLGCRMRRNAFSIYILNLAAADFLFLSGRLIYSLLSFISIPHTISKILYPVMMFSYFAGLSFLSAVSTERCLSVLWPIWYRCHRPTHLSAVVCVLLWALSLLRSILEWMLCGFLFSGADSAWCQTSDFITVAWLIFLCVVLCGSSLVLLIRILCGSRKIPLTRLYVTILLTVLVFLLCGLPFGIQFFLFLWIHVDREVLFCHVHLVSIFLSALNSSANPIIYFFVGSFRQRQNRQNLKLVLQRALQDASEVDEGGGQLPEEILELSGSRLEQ
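Material – MrgX1-expressing HEK293 cells · Input – 15,000 cells seeded per well · Dosing – compound as first of three additions · Times – overnight seeding, then 1 h dark dye loading · Measured by – kinetic Fluo-4 NW fluorescence of intracellular calcium · Read-out – B-scored fluorescence response ratio · Benchmarks – positive and negative control wells on each plate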
KCNQ1 pot – human KCNQ1 channel potentiation or activation. hit rate 0.35% among 310,000. B-score at 10 µM. P51787. CHO-K1 KCNQ1, thallium flux FluxOR fluorescence; hits give high values;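 active means fluorescence ratio B-score, a plate-corrected score, at least three library SD, with initial intensity B-score within 5 SD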
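assay system = CHO-K1 cells stably expressing KCNQ1 | medium = assay buffer, equal DMSO in all wells | timing = 37 °C overnight plating, 90-min dark dye load, 20-min compound pretreatment | measured by = kinetic FluxOR thallium fluorescence, 10-s 1-Hz baseline, 110-s post-stimulus read | measure = fluorescence change relative to baseline, converted to B score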
RGS4 block – human RGS4 inhibition; hit rate 0.45% among 310,000; P49798; HEK293 M3R/RGS4 inducible, Fluo-4 calcium flux; hits give high values; triggered by carbachol at its EC20; B-score at 10 µM;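 active means B-score, a plate-corrected calcium signal, over three deviations above library mean, with baseline fluorescence within five deviations of library mean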;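 further: RGS4 expression induced by doxycycline in cells with stable M3 receptor; B-score is computed from the integrated fluorescence ratio over baseline after carbachol; higher B-score means a larger calcium signal and so more RGS4 inhibition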
Target sequence (P49798 whole entry, looked up): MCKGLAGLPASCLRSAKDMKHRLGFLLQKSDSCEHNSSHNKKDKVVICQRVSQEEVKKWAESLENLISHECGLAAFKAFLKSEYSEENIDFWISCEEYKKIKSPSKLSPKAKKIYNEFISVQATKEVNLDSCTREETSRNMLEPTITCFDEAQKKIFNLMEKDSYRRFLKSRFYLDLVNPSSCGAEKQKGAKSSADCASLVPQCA
MrgX1 PAM – human MrgX1 positive allosteric modulation, primary screen. MrgX1-HEK293, Fluo-4 calcium flux, FDSS; hits give high values. hit rate 0.63% among 310,000. Q96LB2. B-score at 10 µM;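 active means plate-corrected calcium response at least 3 library SD above typical, normal starting fluorescence, not activating the receptor alone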;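 further: compound read alongside a low EC10 to EC30 dose of BAM8-22 agonist; peak minus trough fluorescence over baseline measured at the second addition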
TMEM16A inh – inhibitors of mouse TMEM16A calcium-activated chloride channel; Q8BHY3; HEK293 TMEM16A/YFP iodide influx fluorescence, ionomycin; normalized B-score (activity score, 25-100; higher = stronger inhibition) at 10 µM; hit rate 1.2% among 310,000;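 active means ratio plate-corrected score three or more library SD toward inhibition, starting fluorescence score within five deviations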;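 further: score derived from kinetic fluorescence span divided by baseline fluorescence per well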
* marks the source's active call; other numbers are inactive results; i = inactive; nt = no result given. Not a hit list, and some 6.3% of all compounds hit somewhere here.

SMILES	KCNQ1 inh	RGS4 act	KCNK3 block	hERG rescue	KCNK9 inh	TMEM16A act	MrgX1 ag	KCNQ1 pot	RGS4 block	MrgX1 PAM	TMEM16A inh
CCOc1ccc(OCC)c(S(=O)(=O)N2CCCCC2C)c1 (stereo not drawn)	i	i	i	-12	i	i	i	i	i	i	i
CCn1c(-c2ccccn2)nc2cc(S(=O)(=O)N(C)C)ccc21	i	i	i	-5	i	i	i	i	i	i	i
CCOCCCNC(=O)c1ccc(NC(=O)C2CCCO2)cc1 (stereo not drawn)	i	i	i	-1	i	i	i	i	i	i	i
Cc1ccccc1-c1nnc(-c2ccccc2C)o1	i	i	i	-9	i	i	i	i	i	i	i
CN(C)S(=O)(=O)c1cc(NC(=O)COC(=O)Cc2ccc(Br)cc2)ccc1Cl	i	i	i	-10	i	i	i	i	i	i	i
CCN(CC)CCCNC(=S)N(Cc1cccs1)Cc1cc2cc3c(cc2[nH]c1=O)OCCO3	i	i	i	-16	i	i	i	i	i	i	i
COC(=O)c1ccc(NC(=O)c2cc[n+]([O-])cc2)cc1	i	i	i	-3	i	i	i	i	i	i	i
CCCCNC(=O)NC1(C(F)(F)F)Oc2ccccc2O1	i	i	i	-4	i	i	i	i	i	i	i
CCOC(=O)c1ccc(-n2ccnc2)c(NC(=O)c2cccc(Br)c2)c1	i	i	i	-6	i	i	i	i	i	i	i
CCOC(=O)c1c(NC(=O)CSc2cccc[n+]2[O-])sc(C(=O)Nc2ccccc2)c1C	i	i	i	-7	i	i	i	i	i	i	i
CCOC(=O)c1ccc(NC(=S)NC(=O)C2CCCC2)cc1	i	i	i	-7	i	i	i	i	i	i	i
O=[N+]([O-])c1cccc(C2(O)COc3ccccc3O2)c1 (stereo not drawn)	i	i	i	-4	i	i	i	i	i	i	i
COc1cc(NC(=O)C2CCCCC2)c(OC)cc1NC(=O)c1ccco1	i	i	i	-5	i	i	i	i	i	i	i
Cc1cccc(Cn2c(CN3CCN(Cc4ccccc4)CC3)nc3c2c(=O)[nH]c(=O)n3C)c1	i	i	i	-1	i	i	i	i	i	i	i
Cc1ccc(-n2ncc(-c3nn[nH]n3)c2N)cc1	i	i	i	-6	i	i	i	i	i	i	i
O=C(C[C@H]1C(=O)N(C2CCCCC2)C[C@@H]1Cc1ccccc1)Nc1ccccc1	i	i	i	-1	i	i	i	i	i	i	i
Cc1cccc2cc(COC(=O)C3CCCCC3)c(=O)[nH]c12	i	i	i	-5	i	i	i	i	i	i	i
CCOc1ccccc1OCCNC1CCCC1	i	i	i	-3	i	i	i	i	i	i	i
Cc1ccc(C(O)P(=O)(OC2CCCCC2)OC2CCCCC2)cc1 (stereo not drawn)	i	i	i	-13	i	i	i	i	i	i	i
COc1cccc(C2(O)CCN(C(=O)c3cccs3)CC2)c1	i	i	i	-4	i	i	i	i	i	i	i
c1ccc(-c2nnc(OCCN3CCOCC3)c3ccccc23)cc1	i	i	i	-3	i	i	i	i	i	i	i
CCOc1ccc(/C=N\NC(=O)CC(=O)NCCc2ccccc2)cc1	i	i	i	-6	i	i	i	i	i	i	i
O=C(COC(=O)CNC(=O)C1CCCCC1)Nc1ccc2c(c1)OCCO2	i	i	i	-10	i	i	i	i	i	i	i
O=C(NNC(=O)C1CCCO1)c1ccc(Br)cc1 (stereo not drawn)	i	i	i	-8	i	i	i	i	i	i	i
S=C1NCCNC(=S)NCCOCCOCCOCCN1	i	i	i	-16	i	i	i	i	i	i	i
CCN(CC)S(=O)(=O)c1ccc(-c2nnc(SCC(=O)Nc3ccc(OC)c(OC)c3)o2)cc1	i	i	i	-10	i	i	i	i	i	i	i
Cc1c(C(=O)N(Cc2ccc(N(C)C)cc2)C2CCS(=O)(=O)C2)oc2ccccc12 (stereo not drawn)	i	i	i	-8	i	i	i	i	i	i	i
O=C(Nn1cnnc1)c1cc2c(s1)CCCCC2	i	i	i	-8	i	i	i	i	i	i	i
Cc1nnc(SCc2cc([N+](=O)[O-])cc3c2OCOC3)n(N)c1=O	i	i	i	-13	i	i	i	i	i	i	i
Cc1ccc2nc(SCC(=O)N3CC(C)OC(C)C3)nc(=O)n2c1 (stereo not drawn)	i	i	i	-15	i	i	i	i	i	i	i
Oc1ccc(-c2nnc(Nc3cccc(O)c3)c3ccccc23)cc1	i	i	i	-18	i	i	i	i	i	i	i
COc1ccc(OCC(=O)Nc2ccc(N3CCOCC3)cc2)c([N+](=O)[O-])c1	i	i	i	-5	i	i	i	i	i	i	i
COc1ccc(-c2noc3c2-c2nc(-c4ccccc4F)sc2CC3)cc1	i	i	i	-12	i	i	i	i	i	i	i
CC(C)(C)c1ccc(C(=O)Nc2ccc(C=C(C#N)C#N)cc2)cc1	i	i	i	-12	i	i	i	i	i	i	i
CCc1ccc(NC(=O)CNC(=O)[C@@H]2Cc3ccccc3CN2C(=O)OC(C)(C)C)cc1	i	i	i	-6	i	i	i	i	i	i	i
COC(=O)c1ccc(C(=O)OC)c(NC(=O)COC(=O)C23CC4CC(CC(O)(C4)C2)C3)c1	i	i	i	-4	i	i	i	i	i	i	i
O=C(CN1C(=O)/C(=C/c2cccc(Br)c2)SC1=S)Nc1cccnc1	i	i	i	-9	i	i	i	i	i	i	i
O=C(N/N=C/c1c(Cl)cccc1Cl)c1ccccc1F	i	i	i	-9	i	i	i	i	i	i	i
CC(NC(=O)c1ccc(N)cc1)c1ccccc1 (stereo not drawn)	i	i	i	-5	i	i	i	i	i	7.4*	i
Cc1ccccc1NC(=S)N1CCCC1	i	i	i	-5	i	i	i	i	i	i	i
CCN1CCN(Cc2ccc(NC(=O)Nc3ccccc3OC)cc2)CC1	i	i	i	-1	i	i	i	i	i	i	i
O=C(CNc1ccc2ccccc2c1)N/N=C/c1cc2ccccc2nc1Cl	i	i	i	-12	i	i	i	i	i	i	i
C/C(CC(=O)Nc1ccc(Cl)c(C(F)(F)F)c1)=N\NC(=O)c1cc2ccccc2cc1O	i	i	i	-9	i	i	i	i	i	i	i
COc1ccc(/C(C)=N/N=C2/NC(=O)CC(C(=O)O)S2)cc1F (stereo not drawn)	i	i	i	-13	i	i	i	i	i	i	i
COc1ccc(CN(C)CC(=O)N2CCc3ccccc3C2)cc1	i	i	i	-6	i	i	i	i	i	i	i
O=C(CN(C1CCCCC1)S(=O)(=O)c1ccccc1)NCc1ccco1	i	i	i	-1	i	i	i	i	i	i	i
COc1ccccc1OCCC(=O)OCC(=O)Nc1cc(S(=O)(=O)N(C)C)ccc1Cl	i	i	i	0	i	i	i	i	i	i	i
O=C(COC(=O)c1ccc2ccccc2n1)Nc1cccc(S(=O)(=O)NC2=NCCCCC2)c1	i	i	i	-8	i	i	i	i	i	i	i
O=C(NC1CCCCC1)c1ccc(COCC(F)(F)F)o1	i	i	i	1	i	i	i	i	i	i	i
Cc1cc(-c2n[nH]c(=S)n2/N=C/C(Br)=C/c2ccccc2)n[nH]1	i	i	i	-10	i	i	i	i	7.3*	i	i
CCN(CC)C(=O)Cn1c(=O)n(-c2ccccc2)c(=O)n1CC(=O)N(CC)CC	i	i	i	-11	i	i	i	i	i	i	i
O=C1C(=O)N(Cc2ccco2)C(c2cccs2)/C1=C(\O)c1cccc([N+](=O)[O-])c1 (stereo not drawn)	i	i	i	-6	i	i	i	i	i	i	i
O=C(NC1=NCCS1)c1nc(-c2ccccc2)n(-c2ccccc2)n1	i	i	i	-7	i	i	i	i	i	i	i
O=S(=O)(c1cccc(-c2cn3cc(Cl)ccc3n2)c1)N1CCOCC1	i	i	i	-10	i	i	i	i	i	i	i
CCOC(=O)c1cnn(-c2ncnc3c2cnn3Cc2ccccc2)c1N	i	i	nt	-4	i	nt	i	i	i	i	i
Cc1ccc(NC(=O)Cn2cnc3ccccc32)cc1C	i	i	i	-7	i	i	i	i	i	i	i
CCOc1cc(C(C#N)N2CCOCC2)ccc1OC (stereo not drawn)	i	i	i	-11	i	i	i	i	i	i	i
O=C(CSc1nnc(-c2ccco2)n1CC1CCCO1)NC1CCCC1 (stereo not drawn)	i	i	i	-9	i	i	i	i	i	i	i
C=C(C)CSc1ncc(-c2cccc(C(F)(F)F)c2)cn1	i	i	i	-6	i	i	i	i	i	i	i
Cc1noc(C)c1-c1nc(CS(=O)(=O)c2ccccc2)no1	i	i	i	-11	i	i	i	i	i	i	i

Continued.
SMILES	KCNQ1 inh	RGS4 act	KCNK3 block	hERG rescue	KCNK9 inh	TMEM16A act	MrgX1 ag	KCNQ1 pot	RGS4 block	MrgX1 PAM	TMEM16A inh
O/N=C/CCn1c(=S)sc2ccccc21	i	i	i	-14	i	i	i	i	i	i	i
Cc1cccc(OCCn2c(-c3ccco3)nc3ccccc32)c1	i	i	i	-18	-10*	i	i	i	i	i	i
Cc1ccc(C)c(NC(=S)N/N=C2\CCc3ccccc32)c1	i	i	i	-8	i	i	i	i	i	i	i
Cc1c(N=C2Nc3cccc4cccc2c34)c(=O)n(-c2ccccc2)n1C	i	i	i	-6	i	i	i	i	i	i	i
O=C(CCN1C(=O)c2ccccc2C1=O)NNC(=O)c1ccc(Cl)cc1Cl	i	i	i	-5	i	i	i	i	i	i	i
CCCn1c(=O)c2ccccc2n2c(SCC(=O)N3CCc4ccccc4C3)nnc12	i	i	i	-6	i	i	i	i	i	i	i
COc1ccc(Cl)cc1NC(=O)NCc1ccco1	i	i	i	-3	i	i	i	i	i	i	i
CC1=CCC2C(=O)N(c3cccc(C(=O)NC(C)c4ccccc4)c3)C(=O)C2C1 (stereo not drawn)	i	i	i	-6	i	i	i	i	i	i	i

Bioassay records from PubChem.
